Source: PubChem BioAssay (Broad Institute)
PAX8 inh HTS: inhibitors of PAX8-driven TPO luciferase reporter, primary screen, RMG-I cells, single concentration; inhibition, % at 12.6 µM; SteadyGlo, 24 h; AID 652154, 2013; hit rate 1.2% among 360,000;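 active = mean replicate inhibition at least 60% with every replicate also reaching 60%; inconclusive = only one of the two criteria is met; inactive = mean below 60% and not all replicates reaching 60%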;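 also: luciferase light reporting Pax8 driven TPO promoter activity; plate controls were median of neutral control wells for no effect and mitoxantrone controls for full effect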
EWS-Fli block: EWS/Fli-driven NR0B1 reporter inhibitors, primary screen, A673 cells, NR0B1 luciferase, luminescence, MLPCN library; viability-normalised; AID 651661, 2012; hit rate 0.67% among 350,000; inhibition, % at 12.6 µM;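 active = mean inhibition of at least 50% after viability correction, with every replicate also passing that limit; inconclusive = mean reaches 50% but only one of two replicates passes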;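 also: firefly luciferase signal divided by Alamar Blue viability fluorescence both relative to DMSO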
DENV2 CPE rescue: inhibitors of DENV2 cytopathic effect, primary screen, cell-based, plate reader, single concentration. DENV2-infected cells, cytopathic effect rescue. CPE inhibition, % at 9.99 µM. hit rate 1.7% among 350,000. AID 651640, 2012; in the data active = CPE inhibition above about 20%, passing the limit was not always enough; inconclusive = no clear call, values can overlap the other calls; tested in BHK-21 cells;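 also: 0% = median of neutral control wells and 100% = median of positive control wells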
LGR2 antag: inhibitors of bursicon-induced LGR2 CRE-luciferase signal, primary screen, cell-based, HEK293, CRE-luciferase reporter, bursicon stimulation. bursicon-stimulated, 4 h. inhibition, % at 9.99 µM. hit rate 0.35% among 380,000. Drosophila bursicon receptor LGR2 (rickets);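 active = drop in luminescence signal, shown as inhibition above about 50% in the replicate tests, limit read from the data, passing the limit was not always enough; inconclusive = probably only some replicates passing the limit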;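 also: agonist challenge used bursicon conditioned medium at about half maximal strength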
ARNT-TACC3 inh: disruptors of ARNT/TACC3 protein interaction, primary screen, biochemical, AlphaScreen, single concentration | AlphaScreen His-ARNT PAS-B/GST-TACC3 binding, luminescence; TACC3 fragment carries E629A point mutation | AID 623870, 2012 | inhibition, % at 9.99 µM | hit rate 0.66% among 390,000;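 active = mean inhibition of replicates at least 50% and at least half of replicates each reaching 50%; inconclusive = half or more replicates reach 50% but mean below 50%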;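 also: 0% = complete ARNT plus TACC3 wells and 100% = ARNT alone without TACC3; many hits fall short of the cut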
SIRT5 block: SIRT5 desuccinylase inhibitors, primary screen, biochemical, fluorescence imaging, single point, set 5; Purified SirT5, succinyl-peptide AMC, trypsin-coupled fluorescence; inhibition, % at 15 µM; hit rate 1.1% among 330,000; AID 652115, 2013; in the data active = inhibition above about 15%; inconclusive = no clear call, values can overlap the other calls
Target sequence (Q9NXA8 whole entry, looked up): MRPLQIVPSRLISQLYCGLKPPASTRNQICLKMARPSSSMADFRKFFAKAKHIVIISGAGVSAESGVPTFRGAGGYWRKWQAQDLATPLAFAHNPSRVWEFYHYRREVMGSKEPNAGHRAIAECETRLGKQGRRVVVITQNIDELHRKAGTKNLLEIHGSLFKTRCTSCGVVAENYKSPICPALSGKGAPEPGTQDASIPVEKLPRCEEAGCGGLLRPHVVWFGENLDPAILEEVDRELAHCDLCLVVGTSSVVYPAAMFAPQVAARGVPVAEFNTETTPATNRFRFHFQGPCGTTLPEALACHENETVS
CASP6 VEID inh: human caspase-6 inhibitors, primary screen, biochemical, VEID-R110 fluorescence, single point, set 2. P55212. purified caspase-6, Z-VEID-R110 cleavage fluorescence. inhibition, % at 12.5 µM. hit rate 0.53% among 350,000;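 active = mean inhibition across replicates at least about 35%, with every replicate also reaching that limit, limit read from the data; inconclusive = only one of the two criteria met; inactive = neither criterion met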;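 also: 0% = median of neutral control wells and 100% = no fluorescence left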
Target sequence (P55212 24-179 limits assumed): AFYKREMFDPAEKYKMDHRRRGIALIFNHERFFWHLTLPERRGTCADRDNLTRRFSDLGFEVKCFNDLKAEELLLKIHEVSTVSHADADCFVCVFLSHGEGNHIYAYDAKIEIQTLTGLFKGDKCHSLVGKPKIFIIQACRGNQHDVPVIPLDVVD
Target sequence (P55212 194-293 limits assumed): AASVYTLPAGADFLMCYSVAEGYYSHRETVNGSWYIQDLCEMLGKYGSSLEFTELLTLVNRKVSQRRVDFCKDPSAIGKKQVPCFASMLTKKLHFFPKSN
The depositor's hits bear a star; ? = inconclusive; . = no result given. Compounds were not picked by outcome; about 4.9% have a hit in one of these screens.

SMILES | PAX8 inh HTS | EWS-Fli block | DENV2 CPE rescue | LGR2 antag | ARNT-TACC3 inh | SIRT5 block | CASP6 VEID inh
COC(=O)[C@@]1(Cc2ccc(OC)cc2)[C@H]2c3cc(C(=O)N4CCCC4)n(Cc4ccc(OC(F)(F)F)cc4)c3C[C@H]2CN1C(=O)c1ccccc1 | 77* | 1 | -3 | -12 | . | . | 1
CC(C)CC(=O)Nc1ccc2c3c(cccc13)CC2 | 11 | . | . | 0 | -4 | . | .
CN(C)c1ccc(/C=N/NC(=O)C(=O)N2CCCCCC2)cc1 | -39 | -23 | -2 | 0 | -24 | 2 | -5
COc1ccc(NC(=O)N(C)C[C@@H]2OCCCC[C@H](C)Oc3ccc(NS(=O)(=O)c4ccccc4)cc3C(=O)N([C@H](C)CO)C[C@H]2C)cc1 | -11 | 3 | 58* | 5 | -2 | 1 | 0
CCC(=O)Nc1ccc(-c2ccc(NC(=O)CC)c(OC)c2)cc1OC | -10 | 14 | -2 | 6 | 0 | -2 | 1
O=C(C[C@@H]1C[C@H]2c3cc(NC(=O)Nc4ccc(C(F)(F)F)cc4)ccc3O[C@H]2[C@H](CO)O1)NC1CCCCC1 | 67* | 19 | -1 | 13 | 7 | 2 | 5
Nc1cc(N)nc(SCC(=O)Nc2cccc(S(=O)(=O)N3CCCCC3)c2)n1 | -14 | 2 | 12 | 11 | 1 | -6 | 1
COc1ccc(NC(=O)Nc2ccc3c(c2)C(=O)N([C@@H](C)CO)C[C@@H](C)[C@H](CN(C)S(=O)(=O)c2cn(C)cn2)O3)cc1 | . | -13 | 3 | -3 | 2 | 3 | -2
CC1CCC2(CC1)NC(=O)N(Cc1nc(-c3ccccc3)no1)C2=O (stereo not given) | . | . | . | -4 | . | -3 | -3
CSc1nncc(-c2ccccc2)n1 | 2 | -6 | ? | -16 | 3 | 2 | 6
CCCCc1cc(=O)oc2c(C)c(OCC(=O)N3CCCC3)ccc12 | . | 25 | -8 | -6 | 2 | -1 | 0
O=C(C[C@H]1C=C[C@@H](NC(=O)C2CC2)[C@H](CO)O1)NCC1CC1 | ? | -6 | -2 | -5 | -2 | 1 | -1
Cc1ccc(-c2ccc(=O)n(CC(=O)NCCN(CC(C)C)CC(C)C)n2)cc1 | -12 | -8 | -6 | 4 | 1 | -3 | 0
O=c1nc2sc3ccccc3n2c(=O)n1-c1ccc(Cl)cc1 | -169 | -92 | . | -55 | -1 | -1 | 0
COc1ccc(CNC(=O)CSc2nc3ccc(C)cc3[nH]2)cc1OC | 16 | . | 0 | 4 | -5 | -4 | 0
Cc1noc(C)c1NC(=O)Nc1cccc2c1O[C@@H](CN(C)S(=O)(=O)c1ccc(F)cc1)[C@@H](C)CN([C@@H](C)CO)C2=O | . | -13 | 89* | -19 | -3 | 5 | 0
Cc1ccc(C2(C)NC(=O)N(CC(=O)N3CCN(S(=O)(=O)c4cccc([N+](=O)[O-])c4)CC3)C2=O)cc1 (stereo not given) | -1 | -1 | 3 | -16 | 1 | -2 | -4
CCOc1ccccc1NC(=S)N1CCN(c2nc(-c3ccc(F)cc3)cs2)CC1 | -4 | -2 | 3 | 5 | -6 | -3 | -2
COc1ccc2cc(C(=O)C3CCCN(C(=O)c4cc5nc(C)cc(C)n5n4)C3)ccc2c1 (stereo not given) | 4 | 2 | 1 | 1 | -4 | -11 | -1
O=C(Nc1nonc1-c1ccc(Cl)cc1)c1ccco1 | 4 | . | ? | 11 | -25 | -2 | -3

Reformatted comma-delimited: entries from further up
SMILES,PAX8 inh HTS,EWS-Fli block,DENV2 CPE rescue,LGR2 antag,ARNT-TACC3 inh,SIRT5 block,CASP6 VEID inh
CC1CCC2(CC1)NC(=O)N(Cc1nc(-c3ccccc3)no1)C2=O (stereo not given),.,.,.,-4,.,-3,-3
CSc1nncc(-c2ccccc2)n1,2,-6,?,-16,3,2,6
CCCCc1cc(=O)oc2c(C)c(OCC(=O)N3CCCC3)ccc12,.,25,-8,-6,2,-1,0
O=C(C[C@H]1C=C[C@@H](NC(=O)C2CC2)[C@H](CO)O1)NCC1CC1,?,-6,-2,-5,-2,1,-1
Cc1ccc(-c2ccc(=O)n(CC(=O)NCCN(CC(C)C)CC(C)C)n2)cc1,-12,-8,-6,4,1,-3,0
O=c1nc2sc3ccccc3n2c(=O)n1-c1ccc(Cl)cc1,-169,-92,.,-55,-1,-1,0
COc1ccc(CNC(=O)CSc2nc3ccc(C)cc3[nH]2)cc1OC,16,.,0,4,-5,-4,0
Cc1noc(C)c1NC(=O)Nc1cccc2c1O[C@@H](CN(C)S(=O)(=O)c1ccc(F)cc1)[C@@H](C)CN([C@@H](C)CO)C2=O,.,-13,89*,-19,-3,5,0
Cc1ccc(C2(C)NC(=O)N(CC(=O)N3CCN(S(=O)(=O)c4cccc([N+](=O)[O-])c4)CC3)C2=O)cc1 (stereo not given),-1,-1,3,-16,1,-2,-4
CCOc1ccccc1NC(=S)N1CCN(c2nc(-c3ccc(F)cc3)cs2)CC1,-4,-2,3,5,-6,-3,-2
COc1ccc2cc(C(=O)C3CCCN(C(=O)c4cc5nc(C)cc(C)n5n4)C3)ccc2c1 (stereo not given),4,2,1,1,-4,-11,-1
O=C(Nc1nonc1-c1ccc(Cl)cc1)c1ccco1,4,.,?,11,-25,-2,-3

(next part)
SMILES | PAX8 inh HTS | EWS-Fli block | DENV2 CPE rescue | LGR2 antag | ARNT-TACC3 inh | SIRT5 block | CASP6 VEID inh
O=[N+]([O-])c1ccc(C=NNC(=S)Nc2ccc(F)cc2)cc1 | -7 | 0 | ? | -3 | -4 | . | -2
C[C@@H]1CN([C@@H](C)CO)C(=O)Cc2cc(NC(=O)Cn3cnnn3)ccc2O[C@@H]1CN(C)Cc1ccc(-c2ccccc2)cc1 | 1 | 8 | 1 | 4 | 0 | -1 | 1
O=C(NC(=S)Nc1ccc([N+](=O)[O-])cc1O)C1CCCCC1 | -11 | -5 | . | -2 | 1 | 1 | 4
O=C(NCC[C@@H]1CC[C@H](NC(=O)c2cnccn2)[C@H](CO)O1)Nc1ccc(Cl)cc1 | -1 | -7 | -6 | 12 | 3 | 2 | 0
COCC(=O)N(C)C[C@H]1Oc2ncc(C#Cc3ccncc3)cc2C(=O)N([C@@H](C)CO)C[C@@H]1C | . | -3 | -4 | 6 | -2 | -1 | 1
O=C1CCCCC1Sc1ccc(Cl)cc1[N+](=O)[O-] (stereo not given) | 17 | 20 | -1 | -4 | 1 | 2 | -6
CCCCOc1ccc(C2NC(=O)NC(C)=C2C(C)=O)cc1OCC (stereo not given) | 4 | 12 | 2 | 5 | 7 | -1 | 2
O=C(/C=C/c1ccc(Br)cc1)c1ccco1 | -67 | -5 | -1 | -18 | . | 1 | 1
O=C(N/N=C/c1ccc([N+](=O)[O-])o1)c1ccccc1-n1cccc1 | 16 | 23 | 0 | 10 | . | -5 | 0
C=C1C(=O)OC2C=C(CO)CCC=C(CO)CC(OC(=O)C(C)C)C12 (stereo not given) | -6 | -2 | 3 | -12 | 12 | 3 | 4
CCN(CC(=O)N1CCOCC1)S(=O)(=O)c1ccc(Cl)cc1 | 8 | . | 10 | 3 | -25 | -6 | 0
COc1ccccc1-c1noc2c1C(=O)N(C(=O)OC(C)(C)C)CC2 | -30 | -9 | 1 | -8 | . | 1 | 1
CCC(C(=O)NC1C(=O)N2C(C(=O)O)=C(CSc3nnc(C)s3)CSC12)c1ccccc1 (stereo not given) | 7 | -5 | 14 | 10 | 3 | -3 | 12
Cc1ccc(CCNC(=O)CC(C)CC2=NS(=O)(=O)c3ccccc3N2)cc1 (stereo not given) | -10 | . | -8 | 20 | 0 | 0 | 0
OC[C@@H]1[C@H](c2ccc(-c3ccc(F)cc3)cc2)[C@@H](CNC2CCCC2)N1CCC(F)(F)F | . | -5 | 2 | -49 | . | -5 | 1
COc1cc(OC)nc(C(NC(=O)C2CCN(Cc3c[nH]c4ccccc34)CC2)c2ccc(Cl)cc2)n1 (stereo not given) | 43 | 20 | -6 | 7 | . | -1 | 5
CN1C(=O)c2cc(NC(=O)c3ccno3)ccc2OC[C@H]2O[C@@H](CC(=O)Nc3ccccc3)CC[C@@H]21 | 6 | 5 | -2 | -5 | -14 | -1 | -4
CC(C)NC(=O)N(C)C[C@H]1OCCCC[C@@H](C)Oc2ccc(NS(=O)(=O)c3ccc(F)cc3)cc2C(=O)N([C@@H](C)CO)C[C@@H]1C | 4 | -1 | -4 | 1 | -3 | -3 | 1
CCC(=O)N[C@@H]1C=C[C@@H](CC(=O)NCC2CCCCC2)O[C@@H]1CO | 9 | 3 | 3 | 18 | -11 | -8 | 4
Cc1cccc(-c2nc(CSc3nc4c(c(=O)[nH]3)CCC4)c(C)o2)c1 | -11 | 16 | 3 | 18 | -13 | -4 | 0
COc1ccc(C(=O)OCC(=O)N2CCC(C)CC2)cc1S(=O)(=O)N1CCOCC1 | -12 | 1 | 1 | 3 | -25 | -5 | 4
CC(=O)c1c(C)[nH]c(C(=O)COC(=O)c2c(-c3ccccc3)noc2C)c1C | 8 | -11 | -11 | 9 | -4 | . | 3
COc1ccc(S(=O)(=O)N2CCOCC2)cc1NC(=O)COc1ccc(C)cc1 | -11 | 10 | 0 | ? | -7 | -5 | 3
CC(C)c1ccc(NC(=O)CNS(=O)(=O)c2ccc(F)cc2)cc1 | 26 | 14 | 4 | 1 | -14 | 4 | 1
Cc1ccc(-c2nc(NC(=O)CSc3cc(C)c4ccccc4n3)ns2)cc1 | -9 | -8 | -3 | 3 | -9 | -4 | -2
CC(C)NC(=O)Nc1cccc2c1O[C@H](CN(C)Cc1ccc(C(=O)O)cc1)[C@H](C)CN([C@@H](C)CO)C2=O | -15 | -1 | 2 | -13 | -3 | -4 | 1
O=C(CCCn1c(=O)[nH]c2ccsc2c1=O)Nc1ccc(F)cc1 | 4 | 6 | 7 | -4 | 0 | -3 | -2
CO[C@@H]1CN(C)C(=O)c2cc(NC(=O)Nc3cc(F)ccc3F)ccc2OC[C@H](C)NC[C@H]1C | 1 | 4 | -1 | 1 | 27 | -3 | -6
CC(C)[C@H](NC(=O)c1ccccc1F)C(=O)OCC(=O)NC(=O)NC1CCCCC1 | -2 | 6 | -1 | 4 | . | 1 | 1
CC(=O)Nc1ccc(NC(=S)Nc2ccc(F)cc2)cc1 | 23 | 8 | -9 | 4 | . | -4 | -1
O=C(CCc1nnc(CCCc2ccccc2)o1)NCCCC1CCCC1 | -124 | -48 | -2 | -47 | 13 | -3 | -7
CC1(C)CN(c2ccc(C(=O)c3ccccc3)cc2)C1=O | 18 | 1 | -6 | 24 | -3 | -2 | 2
Cc1c(C(=O)N2CCN(c3cccc(Cl)c3)CC2)cccc1[N+](=O)[O-] | 26 | 6 | 2 | 0 | . | . | 1
COc1ccc(CNC(=O)CCN2C(=O)c3ccccc3C2=O)cc1 | -2 | -8 | 4 | -2 | 4 | -5 | -1
CC(C(=O)N(C)C1CCCCC1)N1CCC(C(N)=O)CC1 (stereo not given) | 3 | 5 | 4 | 23 | -1 | -2 | -3
COc1cccc(-c2cnc(C(O)c3c(C)cc(C)cc3C)[nH]2)c1 (stereo not given) | -3 | -15 | 9 | -5 | . | . | 22
Cc1ccccc1Nc1ncnc(N)n1 | -17 | 0 | 10 | 4 | -19 | 6 | -3
